Screening results as filed in PubChem BioAssay.
M4 PAM: CHRM4 positive allosteric modulation; P08173; CHO-K1 hM4/Gqi5, Fluo-8 calcium fluorescence, ACh EC20; 0% = ACh EC20, 100% = maximal ACh; activation, % at 3 µM; 360,000 compounds, 0.4% hits;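 active means activation above its plate's cutoff, the mean activation of sample wells plus 3 SD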; further: some results filed as inactive read as strong as hits
p-CIP stab down: compounds decreasing mouse p/CIP protein stability; Q05BA5; F442A p/CIP-EGFP cells, EGFP fluorescence, 16 h; decrease of EGFP signal, % at 10 µM; 290,000 compounds, 0.01% hits; AID 1984;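 active means EGFP signal decrease of at least 30% at 10 µM or well 3 SD below plate mean, unless failing retest; inactive means the rest, including hits failing retest or dose response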; further: some compounds called inactive have numbers as strong as hits; many of its hits are not listed in these tables
IDE act: activators of human insulin-degrading enzyme in cells; P14735; HEK cells, FAbeta-B cleavage, fluorescence polarization; 0% vehicle, 100% cell-free pure enzyme wells; activation, % at 5.96 µM; 340,000 compounds, 0.073% hits; AID 493087;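 active means activation above the mean of all tested compounds plus 3 SD, set per screening campaign, cut at about 17% in these data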
CRFR2-BP ag: CRF-BP/CRF-R2 complex agonism; activation, % at 13.2 µM; AID 588473; 350,000 compounds, 0.46% hits; HEK293 CRF-R2/CRF-BP, calcium dye fluorescence (FLIPR); percent of saturating CRF peptide response;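 active means activation of at least 50%, plus an integration ratio under a set limit after plate pattern correction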;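 further: plate controls were neutral control wells without compound for no effect and CRF at EC100 for full effect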
MEKK3 PB1 HTS: raises or lowers MEK5 binding to the human MEKK3 PB1 domain; Q99759; bead-based flow cytometry, Alexa488-MEK5 binding to MEKK3; actives lie on both sides; 0 = blocked by unlabeled MEK5, 100 = vehicle; 290,000 compounds, 1.4% hits; binding response (% of control), % at 10 µM; AID 1529;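 active means binding response more than 3 SD above or below the average of its plate-row segment, actives on both sides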;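 further: Alexa488 bead fluorescence after subtracting the streptavidin-only scavenger bead signal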
Target sequence (Q99759 whole entry, looked up, the tested form may be a part): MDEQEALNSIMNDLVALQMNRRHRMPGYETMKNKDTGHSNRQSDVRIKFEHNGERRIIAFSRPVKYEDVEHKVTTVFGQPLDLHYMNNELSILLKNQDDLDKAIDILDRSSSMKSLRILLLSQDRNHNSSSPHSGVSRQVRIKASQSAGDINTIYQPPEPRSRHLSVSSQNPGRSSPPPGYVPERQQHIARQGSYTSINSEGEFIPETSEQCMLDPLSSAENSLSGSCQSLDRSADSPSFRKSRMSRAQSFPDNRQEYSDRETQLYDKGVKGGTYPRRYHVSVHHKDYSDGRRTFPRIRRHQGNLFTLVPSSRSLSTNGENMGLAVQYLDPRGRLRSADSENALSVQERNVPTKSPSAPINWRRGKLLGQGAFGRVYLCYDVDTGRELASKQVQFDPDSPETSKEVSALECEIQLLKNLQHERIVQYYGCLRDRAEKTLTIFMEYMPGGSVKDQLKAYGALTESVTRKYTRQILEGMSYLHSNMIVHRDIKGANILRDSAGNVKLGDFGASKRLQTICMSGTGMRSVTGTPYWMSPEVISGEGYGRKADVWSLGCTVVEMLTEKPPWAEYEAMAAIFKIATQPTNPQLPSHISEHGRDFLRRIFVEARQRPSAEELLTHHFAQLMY
PHOSPHO1 block: inhibitors of human PHOSPHO1 phosphatase; Q8TCT1; recombinant PHOSPHO1, absorbance phosphatase assay; inhibition, % at 13.3 µM; 290,000 compounds, 1.1% hits; AID 1565; in the data active means inhibition above about 60%
Target sequence (Q8TCT1 whole entry, looked up): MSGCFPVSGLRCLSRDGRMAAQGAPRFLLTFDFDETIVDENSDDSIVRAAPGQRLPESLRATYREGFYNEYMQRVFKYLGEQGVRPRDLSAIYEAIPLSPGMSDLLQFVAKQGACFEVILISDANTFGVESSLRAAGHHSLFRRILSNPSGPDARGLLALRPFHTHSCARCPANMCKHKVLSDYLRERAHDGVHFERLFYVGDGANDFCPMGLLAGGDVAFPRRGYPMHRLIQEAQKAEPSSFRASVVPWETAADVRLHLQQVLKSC
CRFBP-R2 block: CRF-BP/CRF-R2 complex antagonism | HEK293 CRF-R2/CRF-BP, CRF-induced calcium fluorescence | inhibition, % at 11.8 µM | 350,000 compounds, 0.59% hits;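 active means inhibition of the ligand-induced calcium signal above about 50% at the single tested concentration, limit read from the data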
GalR3 antag: blocks the human galanin receptor 3; O60755; HEK293 GalR3-CNG cAMP membrane potential fluorescence; galR3 body fused to GalR1 C-terminus; inhibition, % at 3 µM; 360,000 compounds, 0.44% hits;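 active means inhibition above the screen-wide average plus 3 SD, cut at about 13% in these data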;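 further: forskolin and galanin both at EC90 stimulate the cells; cAMP rise reported by CNG channel membrane potential dye signal; 0% = forskolin plus galanin with DMSO and 100% = forskolin alone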
IDE inh: inhibits human insulin-degrading enzyme in HEK cells | P14735 | FAbetaB cleavage, fluorescence polarization | inhibition, % at 5.59 µM | 320,000 compounds, 0.41% hits | AID 434962;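 active means percent inhibition above the average of all tested compounds plus 3 SD, set per screening campaign, cut at about 16% in these data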;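 further: IDE supplied by intact live HEK cells; FP after avidin binding of uncleaved biotin substrate so inhibition keeps polarization high; 0% = DMSO wells and 100% = 60 µM reference IDE inhibitor Ii1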
* marks the source's active call; other numbers are inactive results; . = no result given.

SMILES	M4 PAM	p-CIP stab down	IDE act	CRFR2-BP ag	MEKK3 PB1 HTS	PHOSPHO1 block	CRFBP-R2 block	GalR3 antag	IDE inh
O=C(CSc1nnc(Cn2c(=O)sc3ccccc32)n1-c1ccccc1)N1CCOCC1	5	-13	1	-4.3	102	45	9	-1	7
Cc1cc(C)n(-c2cc(-n3nc(C)cc3C)ncn2)n1	7	1	3	0.7	101	-14	15	0	4
COCC1CCCCN1Cc1cn[nH]c1-c1ccc(OC)cc1OC (centres undefined)	-12	-4	-5	-0.8	93	-11	-28	-5	5
O=C(NCCc1ccccc1)C1CCN(S(=O)(=O)c2ccccc2)CC1	3	-9	-4	-0.5	111	11	-8	-6	2
COc1ccc(N(Cc2ccc(N(C)C)cc2)C(=O)c2ccc(S(C)(=O)=O)cc2)cc1	-9	-4	0	0.7	99	35	0	-5	-10
COc1ccc(C2c3c(ncn(CCCO)c3=N)Oc3ccc4ccccc4c32)cc1OC (centres undefined)	11*	2	.	5.6	98	3	-13	-5	6
C=Cc1cccc(NC(=O)c2ccc(NC(=O)c3ccco3)cc2)c1	-7	-6	-17	1.5	100	36	3	0	8
CCC(=O)NCCc1nc2ccccc2n1Cc1ccccc1	1	-10	0	-0.5	104	-10	3	3	4
Cc1nn(CC(=O)N(C)C)c(=O)c2ccccc12	0	-13	0	2.4	98	-28	5	-4	-1
Cc1cc([N+](=O)[O-])nn1CCCC(=O)Nc1cc(Oc2ccccc2)cc([N+](=O)[O-])c1	3	-10	1	-1.1	93	-8	37	-4	2
Fc1ccc(Nc2c(-c3ccco3)nc3ccccn23)cc1	-5	0	2	-0.5	99	-4	-8	0	-1
COCCSc1nnc(NC(=O)C2CC(=O)N(c3ccccc3)C2)s1 (centres undefined)	-3	-4	3	0.3	99	46	22	-5	-4
COc1cc(OC)cc(-c2cc3nc(C4CCN(C(=O)OC(C)(C)C)CC4)cc(=O)n3[nH]2)c1	4	3	-2	-2.5	100	4	8	1	0
N#Cc1c(-c2ccccc2)nc(SCC(=O)N2c3ccccc3Sc3ccccc32)[nH]c1=O	4	-2	5	-1.4	99	8	31	1	3
COc1ccc(N2CCN(C(=O)/C=C/c3ccco3)CC2)cc1	-1	-3	1	-4.8	71	9	9	-8	7
CCC(C)Sc1cccc(-c2nc3ccc(Cl)cn3c2NCc2ccccc2)c1 (centres undefined)	1	.	5	4.5	.	.	-6	.	1
COC(=O)C1=C(C)N(Cc2ccco2)C(=O)/C1=C\c1ccc([N+](=O)[O-])cc1	-5	-15	0	4.5	95	34	-17	-10	8
CCc1noc(C)c1C(=O)Nc1sc(C(=O)N(C)C)c(C)c1C(=O)OC	10	-1	3	-0.7	103	18	-10	1	1
CCn1c(/C=C/c2c(C)[nH]c3ccccc23)nc2ccccc2c1=O	7	-7	6	3.6	86	-7	-19	6	-2
Nc1c(Cl)ncnc1N/N=C/c1cccnc1	-10	-8	4	-1.3	111	18	-10	-4	2
NC(=O)NN=C1CCN2CCCc3cccc1c32	0	.	.	4.5	.	.	12	0	.
Nc1cc(C(=O)N2CCCC2)cc(C(=O)N2CCCC2)c1	6	9	4	-0.4	102	-10	6	-11	2
COc1ccc(N2CCN(c3nc(Nc4ccc(C)c(F)c4)nc(N4CCCC4)n3)CC2)cc1	-10	14	-2	3.6	107	0	11	0	0
Cc1cc(N2CCCC2)ccc1NC(=O)COc1ccc(Cl)cc1	-9	.	-3	5.9	.	.	-25	-5	0
Cc1cc(C)c(NC(=O)C2CC(=O)N(c3ccc4c(c3)OCCO4)C2)c(C)c1 (centres undefined)	3	-11	4	-0.5	103	20	-2	-5	5
Clc1ccc(CN2CCN(/N=C/c3cccnc3)CC2)cc1	0	-4	2	-0.1	99	37	-10	-6	-5
Cc1ccc(S(=O)(=O)Nc2ccc(C(=O)OCC(=O)N(CCC#N)c3ccccc3)cc2)cc1C	-6	-10	1	-0.9	99	-13	-1	-10	1
O=C(CSc1nncc2ccccc12)Nc1ccc(F)cc1	-2	-2	6	-0.4	102	30	8	-7	-3
COc1cc(/C=C(/C#N)c2nc(-c3cc4ccccc4oc3=O)cs2)cc([N+](=O)[O-])c1O	.	3	.	.	101	-107	.	-4	.
NNC(=O)CSCc1nc(-c2ccc(Cl)cc2)cs1	-8	1	.	-1.0	99	16	10	0	16
N#Cc1c(Nc2ccc(Cl)cc2)s[nH]c1=O	-4	4	-4	2.5	98	-88	-5	-4	1
O=C(CSc1c[nH]c2ccccc12)N1CCCc2ccccc21	-8	-2	-6	-0.1	108	10	-4	.	4
CC(=O)Oc1cccc(N2C(=O)C3C4C=CC(CC4)C3C2=O)c1 (centres undefined)	-3	-9	6	-3.6	102	44	-2	-7	-2
COc1ccc(N2CC(C(=O)Nc3nc4ccc(F)cc4s3)CC2=O)c(OC)c1 (centres undefined)	-8	11	1	-0.8	102	29	-16	0	1
O=C(CN1C(=O)NC2(CCCC2)C1=O)OCc1ccc(Cl)cc1Cl	3	.	0	-2.4	.	.	0	-4	-4
COc1ccccc1NS(=O)(=O)c1cccc(C(=O)NCC(c2cccs2)N(C)C)c1 (centres undefined)	-5	.	7	2.8	.	.	0	-4	.
CC(C)CNc1nnnc2c1sc1nc(N3CCOCC3)c3c(c12)CCCC3	18	-12	0	1.1	95	20	13	0	4
O=C(Nc1cc2c(cc1Br)OCCO2)c1ccc(=O)[nH]c1	8	.	3	-0.4	.	.	6	-4	-1
O=C(CSc1nnc(COc2ccc(Br)cc2)o1)N1CCOCC1	2	-3	-3	1.0	102	-3	-3	-2	-1
COc1ccccc1-n1c(C)nc2cc(C(=O)O)ccc21	14	-27	3	-0.3	105	11	1	-7	0
CCCCn1c(N)c(N(Cc2ccccc2OC)C(=O)C2=COCCO2)c(=O)[nH]c1=O	7	.	-1	-0.7	.	.	-7	-3	-4
CCCC(C)NC(=O)c1ccccc1SC (centres undefined)	7	5	4	4.5	104	26	-7	2	4
Nc1cc(N)nc(SCc2nnnn2-c2ccc(Cl)cc2)n1	0	-17	4	0.2	105	0	16	-1	-4
CCOc1ccccc1CN1CCNC(=O)C1CC(=O)N(C)CCC1CCOCC1 (centres undefined)	-7	-1	1	1.8	97	30	24	-7	-1
CC(=O)c1ccc(N2CCN(S(=O)(=O)c3c(C(=O)N4CCCCC4)c(C)n(C)c3C)CC2)cc1	3	0	3	0.3	101	6	3	2	3
O=C(OCCNC(=O)c1cc2ccccc2oc1=O)c1cccnc1	-4	2	-2	-1.2	98	13	-1	-1	-3
CCOc1ccc(NC(=O)c2ccc(NC(=O)CN3C(=O)C(=O)N(CC(C)C)C3=O)cc2)cc1	-3	.	-3	2.9	.	.	21	-1	9
Cc1nc2ccccc2n1C(=O)N(C)C	5	3	7	0.7	109	16	13	7	3
CCOc1ccc(NC(=O)COc2cccc3c2CCN(Cc2cccnc2)C3=O)cc1	-2	-10	-9	-2.0	102	-5	6	3	12
COc1ccc(S(=O)(=O)NCC(c2ccc(F)cc2)N2CCOCC2)cc1Br (centres undefined)	14	.	7	1.0	.	.	-6	-5	.

Later entries
SMILES	M4 PAM	p-CIP stab down	IDE act	CRFR2-BP ag	MEKK3 PB1 HTS	PHOSPHO1 block	CRFBP-R2 block	GalR3 antag	IDE inh
O=C(NCCc1cn2ccccc2n1)c1cc(COc2c(F)cccc2F)on1	-4	-5	0	-2.7	104	-10	-13	-8	7
COCC1CCN(C(=O)c2ccc3oc(Cc4ccccc4)nc3c2)C1 (centres undefined)	6	-2	6	1.7	104	28	-10	0	5
CSc1ccc(-c2nnn(Cc3ccc(Br)cc3)n2)cc1	-5	-4	8	0.5	102	15	1	-3	-1
COc1cscc1C(=O)O	1	-13	3	0.5	99	16	-3	-4	6
O=C(CN1CCN(S(=O)(=O)c2ccc(Cl)cc2)CC1)NC1CCCC1	11	-10	7	-1.1	103	35	4	3	-3
O=C(NCc1ccccn1)c1nnc(Cc2ccc(Cl)cc2)o1	6	-3	6	0.7	108	4	9	-2	3
CN1CCN(S(=O)(=O)c2ccc(Sc3nnnn3-c3ccccc3)c([N+](=O)[O-])c2)CC1	-4	2	7	0.4	99	-7	20	-2	8
Cc1noc(C)c1S(=O)(=O)Nc1ccc(C(=O)NCCc2ccccc2)cc1	5	-5	-6	1.3	104	2	38	-1	-4
O=C(COC(=O)C1=COCCO1)NCc1ccc(Cl)cc1Cl	8	.	.	2.0	.	.	0	0	.
CC(=O)c1cccc(N=Cc2c(O)ccc3ccccc23)c1	3	4	1	0.0	102	29	1	-9	-12
O=C(CCNc1n[nH]c(=O)[nH]c1=O)N1CCCCC1	0	12	2	0.8	80	-11	38	-2	1
Cc1[nH]n(C(N)=S)c(=O)c1N=Nc1ccc(Br)cc1	6	7	3	-0.5	104	20	4	-7	-6
CC#CCN(Cc1ccco1)C(=O)c1ccc(OC2CCN(Cc3ccccn3)CC2)cc1	-11	25	0	-7.0	107	29	0	3	0
COc1cccc(/C=C/C(=O)N2CCN(c3ccccn3)CC2)c1	3	2	2	-1.0	85	32	5	1	-1
CCn1nc(CC(C)C)cc1C(=O)N1CCCC(Nc2ccc(F)cc2)C1 (centres undefined)	-5	-11	-1	0.6	100	36	-4	-4	.
C#CCOCCOCCOCCNc1nc(N2CCN(C(=O)[C@H](CCCCN)n3cc([C@@H](N)C(C)CC)nn3)CC2)nc(N2CCN(C(=O)[C@H](Cc3ccc(O)cc3)n3cc([C@@H](N)CC(C)C)nn3)CC2)n1 (some centres undefined)	2	-3	-4	1.1	110	14	-10	-3	9
Cn1cc(C(c2ccccc2OCC(=O)O)c2cn(C)c3ccccc23)c2ccccc21	-8	-18	2	0.8	104	25	13	-10	11
CCOc1ccc(CC(=O)NNC(=O)NC2CCCCC2)cc1	5	0	4	0.1	95	-35	2	-7	3
CCOc1ccc(Nc2cc(C)nc(N3CCOCC3)n2)cc1	-3	-13	0	0.1	89	13	-3	-4	-1
CC1CC(C)CN(CCCNC(=O)c2cc3c(=O)[nH]c4ccccc4c3n2C)C1 (centres undefined)	3	-2	2	0.9	108	-10	0	-8	4
NC(=O)c1ccccc1	1	-4	10	0.1	60	12	18	.	5
Cc1ccc(-c2nc3ccccc3[nH]2)s1	8	12	-6	-1.7	101	13	-3	-5	11
CCc1ccc(NC(=O)C(C)Oc2nnc(-c3cccs3)c(-c3cccs3)n2)cc1 (centres undefined)	5	0	1	2.7	104	3	-30	1	-4
Fc1ccc2cc(-c3ccccc3)ncc2c1	4	.	4	-1.8	.	.	-18	-1	0
Cc1ccc(CN(Cc2cc3cc4c(cc3[nH]c2=O)OCCO4)Cc2nnnn2Cc2ccco2)cc1	8	-28	6	7.8	107	30	-16	-5	2
Cn1cccc1CNCc1ccc(F)cc1	2	-3	-3	-1.7	92	8	14	-6	3
